High-throughput results (PubChem)
NCI-60 one-dose screen, 48 h, at 10 µM unless noted. Numbers give growth in % (100 = growth as untreated, 0 = no growth, -100 = all killed).
ACHN: ACHN renal cancer | hit rate 4.9% among 81,000
OVCAR-8: OVCAR-8 ovarian cancer | hit rate 4.4% among 81,000 | AID 1794782
OVCAR-3: OVCAR-3 ovarian cancer | hit rate 7% among 79,000
A498: A498 renal cancer cells; hit rate 5.4% among 76,000
TK-10: TK-10 renal cancer cells | hit rate 3.9% among 81,000 | AID 1794769
CAKI-1: CAKI-1 renal cancer; hit rate 4.7% among 75,000
OVCAR-5: OVCAR-5 ovarian cancer; hit rate 2.9% among 82,000; AID 1794783
RXF 393: RXF 393 renal cancer cells; hit rate 6.9% among 77,000
Starred values were filed as active, the others as inactive; . = not tested or not shown. How the source made its calls: active means growth percent below 10; inactive means the rest. Not all compounds are listed; count on the stated rates, not on these rows.

SMILES	ACHN	OVCAR-8	OVCAR-3	A498	TK-10	CAKI-1	OVCAR-5	RXF 393
CCOC(=O)c1sc2nc(-c3cccc([N+](=O)[O-])c3)nc(N3CCOCC3)c2c1C	97	99	107	87	105	92	95	82
NC(=NCCCOc1ccc(F)cc1)Nc1ccc(I)cc1	73	89	81	.	73	74	90	94
COc1ccc(/C=N/c2cc(C(C)(C)C)nn2-c2ccccc2)cc1	96	97	125	103	117	.	113	126
COc1ccc(-c2nc3sccn3c2/C=C/C(=O)c2cc(OC)c(OC)c(OC)c2)cc1	56	50	54	85	83	42	103	.
CCOC(=O)C1=CC2C(=O)N(c3ccccc3)C(=S)N2C1=O (stereo not drawn)	103	102	114	103	123	93	105	101
c1ccc(C2=C(c3ccccc3)C(c3ccccc3)=C(c3ccccc3)C2)cc1	92	98	106	.	110	71	91	88
ClC1=C(Cl)C(=C2C(Cl)=C(Cl)C(Cl)=C2Cl)C(Cl)=C1Cl	.	98	114	88	94	.	115	106
CCCCC(=O)OC(C)COc1ccccc1Cl (stereo not drawn)	101	101	100	86	86	95	94	97
c1ccc(-c2cc(-c3ccccc3-c3ccc4ccccc4c3)no2)cc1	99	99	105	110	113	102	101	108
CC1(C)C2CCC(CCOC(=O)COc3cc(Cl)c(Cl)cc3Cl)C1C2 (stereo not drawn)	103	110	.	102	106	91	104	128
CC1(C)C2CCC13CC(=O)OC3C2 (stereo not drawn)	112	109	126	94	112	107	110	124
CC(=O)C1=CC[C@H]2[C@@H]3CCC4=CC(=O)CC[C@]4(C)[C@H]3C(=O)C[C@]12C	78	87	74	.	79	93	103	68
Cn1cnc2cc(Cl)ccc21	100	106	120	96	109	88	99	.
COC(=O)[C@H]1[C@H]2C[C@@H]3c4[nH]c5cc(OC)ccc5c4CCN3C[C@H]2C[C@@H](OC(=O)CC(C)=O)[C@@H]1OC	101	100	106	80	108	112	106	130
O=C(c1ccccc1)c1coc(-c2ccccc2)c1	98	102	102	90	105	79	102	104

Ordered by heavy-atom count (falling): part of the list above
SMILES	ACHN	OVCAR-8	OVCAR-3	A498	TK-10	CAKI-1	OVCAR-5	RXF 393
NC(=NCCCOc1ccc(F)cc1)Nc1ccc(I)cc1	73	89	81	.	73	74	90	94
ClC1=C(Cl)C(=C2C(Cl)=C(Cl)C(Cl)=C2Cl)C(Cl)=C1Cl	.	98	114	88	94	.	115	106
Cn1cnc2cc(Cl)ccc21	100	106	120	96	109	88	99	.

(continued)
SMILES	ACHN	OVCAR-8	OVCAR-3	A498	TK-10	CAKI-1	OVCAR-5	RXF 393
CNc1nc(Cl)nc2c1ncn2-c1ccccc1	91	95	99	74	94	75	98	99
COc1ccc(-n2nc(C)c3c(Nc4ccc(NC(=O)Nc5cccc(C(F)(F)F)c5)cc4)ncnc32)cc1	-10*	2.6*	-32*	48	11	-19*	2.7*	-36*
Cc1cccc(C(=O)NNC(=O)c2ccc3ccccc3c2)c1	105	107	122	93	90	93	104	132
Cc1ccc(-n2cc(/C=N/NS(=O)(=O)c3ccc(C)cc3)c(-c3ccc(S(C)(=O)=O)cc3)n2)cc1	104	98	107	73	122	97	106	.
COc1ccc(/C=C/C(=O)c2cccc(OCCCCOc3cccc(C(=O)/C=C/c4ccc(OC)c(OC)c4)c3)c2)cc1OC	78	68	81	80	114	74	102	79
CC1CCN(CCCCCOc2ccc3oc4cc(Cl)ccc4c(=O)c3c2)CC1	83	74	73	85	78	.	65	53
COc1ccc(/C=C/c2cc(N3CCOCC3)c3cc(F)c(F)cc3n2)cc1OC	26	29	.	55	32	8.6*	65	52
O=S(Nc1ccccc1)c1cccc(Cl)c1 (stereo not drawn)	106	96	108	80	92	99	111	95
C=C(C)[C@@H]1CC[C@]2(C)[C@H](CC[C@@H]3[C@H]4[C@@H](OC(=O)C(F)(F)F)C(C)(C)CC[C@]4(C(=O)O)CC[C@]32C)[C@@]1(C)CCC#N	91	74	85	96	104	65	96	69
O=c1cc(CCc2ccccc2)[nH]c(=O)[nH]1	99	100	113	91	113	88	96	99
O=C(CSc1ccccc1C(=O)Nc1ccc(-n2ccnc2)cc1)NCC1CCCCC1	86	89	99	94	97	76	107	97
COC(=O)/C=C/c1cccc2c1C(=O)NC(C)(c1cc3ccccc3oc1=O)N2 (stereo not drawn)	31	67	74	50	49	21	78	59
COc1cnc2c(c1)C(=O)c1c-2n(CCCNC(C)C)c(=O)c2cc(OC)c(OC)cc12	3.2*	37	5.2*	105	88	15	71	.
CNC(=O)c1ccccc1C	105	112	115	.	117	96	100	120
NS(=O)(=O)c1ccc(NC2N=C(c3ccc(O)cc3)Nc3n[nH]c(Nc4ccccc4)c32)cc1 (stereo not drawn)	53	68	71	83	64	40	99	97
Cc1ccc(NC(=O)Cn2c(O)c(N=NC(=O)CNc3ccc(S(N)(=O)=O)cc3)c3ccccc32)cc1	93	97	112	129	123	99	112	107
CC(C)=CCc1ccccc1O	95	103	109	100	.	102	112	.
CCCCCC/C=C\CCCCCCCCOc1ccccc1CCOP(=O)(O)OCC[N+](C)(C)C	95	98	94	88	33	48	97	.
COc1ccc(/C=N/NC(=O)Cn2c(Cc3cccc4ccccc34)nc3ccccc32)cc1	107	94	101	86	105	84	96	109
CCCCC(CC)CN1C(=O)C2C3C=CC(C3)C2C1=O (stereo not drawn)	117	101	114	104	96	.	109	105
COc1cc(C#N)cc(OC)c1OC	102	105	111	109	93	101	95	113
COC(OC)C(=O)c1ccccc1	106	103	105	75	114	85	98	103
Brc1ccc(N=Nc2ccccc2)cc1	99	102	111	103	102	97	108	103
Clc1ccnc2c1ccc1c(Cl)ccnc12	48	57	95	103	59	41	73	91
O=C(/C=C/Nc1ccccc1)c1ccc2c(c1)Nc1ccccc1S2	84	34	91	120	96	91	88	.
N#Cc1nc(C(c2ccccc2)c2ccccc2)oc1N1CCN(c2ccc(F)cc2)CC1	96	100	104	98	84	.	94	85
C=C(C)C1CC[C@]2(C(=O)NCCCN3CCN(CCCN)CC3)CC[C@]3(C)C(=CC[C@@H]4[C@@]5(C)C[C@@H](CC#CC#CC[C@@H]6C[C@]7(C)[C@H]8CC=C9[C@H]%10C(C(=C)C)CC[C@]%10(C(=O)NCCCN%10CCN(CCCN)CC%10)CC[C@@]9(C)[C@]8(C)CC[C@H]7C(C)(C)[C@H]6OC(C)=O)[C@H](OC(C)=O)C(C)(C)[C@@H]5CC[C@]43C)[C@@H]12 (stereo partly drawn)	111	107	99	109	131	88	115	116
C(=C\c1ccc(/C=C/c2ccccc2)nn1)/c1ccccc1	103	107	113	85	99	96	99	110
CCCCNC(=O)c1c(C)[nH]c(/C=C/C(=O)c2ccc(C(F)(F)F)c(F)c2)c1C	90	91	107	54	111	90	102	74
CC(=O)N(C)c1cc(Cl)ccc1O	112	117	107	80	96	98	111	107
CN(Cc1ccccc1)c1nc(Cl)c(C2CC(c3ccc4c(c3)OCO4)=Cc3[nH][nH]c(=O)c32)s1 (stereo not drawn)	104	108	112	107	102	94	102	.
Nc1ccc(C(=O)c2ccc(N)c(Br)c2)cc1Br	33	26	.	29	22	43	40	-17*
COc1ccc2[nH]cc(-c3nnc(N)nc3-c3cn(C)c4ncccc34)c2c1	80	82	106	94	100	63	97	90
O=c1[nH]n(C(=S)N/N=C/c2cccc([N+](=O)[O-])c2)c(=O)c2ccccc12	105	98	124	98	116	90	110	89
CC(C)OC(=O)c1nc(-c2cccc(Cl)c2)nc2ccccc12	101	102	111	83	143	97	103	110
COc1cc(NC(=O)c2cc3ccccc3nc2Nc2cc(OC)c(OC)c(OC)c2)cc(OC)c1OC	73	57	35	.	104	73	106	94
Cc1cccc(/C=C2\Oc3cc(C)c(Cl)c(C)c3C2=O)c1	87	90	91	.	120	61	94	94
O=C(NNC(=S)NC1CC1)c1cc2ccc1CCc1ccc(cc1)CC2	103	98	103	.	93	94	103	97
COc1cc(-c2cccc(C(=O)/C=C/c3c(Cl)nc4sc(C)nn34)n2)cc(OC)c1OC	81	85	93	93	.	86	123	.
CCOC(=O)C1CC(=O)c2cc(OC)c(OC)cc2C1 (stereo not drawn)	107	103	110	129	126	120	101	.
O=C(c1ccc(Cl)cc1)C1[C@H](c2ccc(Br)cc2)[C@@H](c2ccccc2)NC12C(=O)Nc1ccc(Cl)cc12 (stereo partly drawn)	-17*	-55*	-88*	-17*	-17*	-93*	-90*	-89*
O=C(O)c1cccc2c(=O)c3ccccc3n(CC(O)CN3CCCC3)c12 (stereo not drawn)	118	99	141	75	.	.	103	86

In a second layout: results already given
structure | ACHN | OVCAR-8 | OVCAR-3 | A498 | TK-10 | CAKI-1 | OVCAR-5 | RXF 393
CCCCNC(=O)c1c(C)[nH]c(/C=C/C(=O)c2ccc(C(F)(F)F)c(F)c2)c1C | 90 | 91 | 107 | 54 | 111 | 90 | 102 | 74
CC(=O)N(C)c1cc(Cl)ccc1O | 112 | 117 | 107 | 80 | 96 | 98 | 111 | 107
CN(Cc1ccccc1)c1nc(Cl)c(C2CC(c3ccc4c(c3)OCO4)=Cc3[nH][nH]c(=O)c32)s1 (stereo not drawn) | 104 | 108 | 112 | 107 | 102 | 94 | 102 | .
Nc1ccc(C(=O)c2ccc(N)c(Br)c2)cc1Br | 33 | 26 | . | 29 | 22 | 43 | 40 | -17*
COc1ccc2[nH]cc(-c3nnc(N)nc3-c3cn(C)c4ncccc34)c2c1 | 80 | 82 | 106 | 94 | 100 | 63 | 97 | 90
O=c1[nH]n(C(=S)N/N=C/c2cccc([N+](=O)[O-])c2)c(=O)c2ccccc12 | 105 | 98 | 124 | 98 | 116 | 90 | 110 | 89
CC(C)OC(=O)c1nc(-c2cccc(Cl)c2)nc2ccccc12 | 101 | 102 | 111 | 83 | 143 | 97 | 103 | 110
COc1cc(NC(=O)c2cc3ccccc3nc2Nc2cc(OC)c(OC)c(OC)c2)cc(OC)c1OC | 73 | 57 | 35 | . | 104 | 73 | 106 | 94
Cc1cccc(/C=C2\Oc3cc(C)c(Cl)c(C)c3C2=O)c1 | 87 | 90 | 91 | . | 120 | 61 | 94 | 94
O=C(NNC(=S)NC1CC1)c1cc2ccc1CCc1ccc(cc1)CC2 | 103 | 98 | 103 | . | 93 | 94 | 103 | 97
COc1cc(-c2cccc(C(=O)/C=C/c3c(Cl)nc4sc(C)nn34)n2)cc(OC)c1OC | 81 | 85 | 93 | 93 | . | 86 | 123 | .
CCOC(=O)C1CC(=O)c2cc(OC)c(OC)cc2C1 (stereo not drawn) | 107 | 103 | 110 | 129 | 126 | 120 | 101 | .
O=C(c1ccc(Cl)cc1)C1[C@H](c2ccc(Br)cc2)[C@@H](c2ccccc2)NC12C(=O)Nc1ccc(Cl)cc12 (stereo partly drawn) | -17* | -55* | -88* | -17* | -17* | -93* | -90* | -89*
O=C(O)c1cccc2c(=O)c3ccccc3n(CC(O)CN3CCCC3)c12 (stereo not drawn) | 118 | 99 | 141 | 75 | . | . | 103 | 86
